# ARFGAP1 inhibitor = inhibitors of rat ARFGAP1 | AID 651572 | inhibition, % at 16.5 µM | actives 0.26% (n = 360,000) | Arfgap1-stimulated ARF1 GTP hydrolysis, GDP FP detection;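 active means inhibition above a per-plate limit, mean inhibition of low control wells plus 3 SD, cut at about 25% in these data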;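 further: 0% = DMSO wells with enzyme and 100% = wells lacking Arfgap1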
# Target sequence (Q62848 1-136 limits assumed): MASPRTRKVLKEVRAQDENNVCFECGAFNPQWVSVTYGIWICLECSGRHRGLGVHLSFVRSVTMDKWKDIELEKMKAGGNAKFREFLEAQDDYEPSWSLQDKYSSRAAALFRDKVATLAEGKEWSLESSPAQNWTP
#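 Assay system: purified rat His6-Arfgap1 residues 1-136 (GAP domain); Reagent: human Δ17 ARF1 bound to GTP; Dosing: 16.5 µM single point, 1.26% DMSO; Times: GTP hydrolysis reaction 2 h at 25 °C; Signal: FP, GDP Alexa 633 tracer displaced from anti-GDP antibody, 620/688 nm; Measure: % inhibition from polarization.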
# ASAP1 inh = inhibitors of human ASAP1 ArfGAP activity | actives 0.19% (n = 360,000) | inhibition, % at 16.5 µM | Q9ULH1 | ASAP1-stimulated ARF1 GTP hydrolysis, GDP FP detection | AID 624377; in the data active means inhibition above about 25%;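 further: 0% = vehicle with enzyme and substrate and 100% = no enzyme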
# Target sequence (Q9ULH1 325-724 limits assumed): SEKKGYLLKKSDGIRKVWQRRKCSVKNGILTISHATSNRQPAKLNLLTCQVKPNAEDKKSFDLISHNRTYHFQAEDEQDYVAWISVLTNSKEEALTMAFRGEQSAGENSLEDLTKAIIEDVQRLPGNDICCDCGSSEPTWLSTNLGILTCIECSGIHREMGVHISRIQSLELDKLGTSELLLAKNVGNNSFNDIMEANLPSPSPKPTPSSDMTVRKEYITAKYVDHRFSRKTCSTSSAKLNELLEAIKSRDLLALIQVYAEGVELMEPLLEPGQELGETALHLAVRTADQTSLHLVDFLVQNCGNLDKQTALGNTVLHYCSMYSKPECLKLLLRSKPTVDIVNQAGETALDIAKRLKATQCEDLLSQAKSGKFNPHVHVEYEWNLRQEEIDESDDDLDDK
# SMARCA2 activ = increases SMARCA2 function in MMTV reporter cells; actives 1% (n = 370,000); MG213 cells, MMTV-luciferase reporter, dexamethasone, overnight; AID 652017; activation, % at 9.1 µM; in the data active means activation above about 7.8%;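 further: 0% = vehicle wells and 100% = reference activator wells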
# NR1D1 modulator = Rev-erb alpha (human) modulation | P20393 | Rev-erbα–FITC-DNA binding, fluorescence polarization, 90 min | activity, % at 10 µM | actives 0.79% (n = 370,000) | AID 1259318;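 active means activity above about 14%, limit read from the data; passing the limit was not always enough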;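 further: 0% = DMSO wells with 35 nM protein and 100% = DMSO wells with 750 nM protein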
# GC-B act = GC-B (human) receptor activation | P20594 | activation, % at 10 µM | HEK293-GC-B cells, CNP EC30, cGMP TR-FRET; 0% at EC30 CNP, 100% saturating CNP | actives 0.11% (n = 370,000) | AID 1920062;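 active means activation at 10 µM reaching about 35% in either raw or pattern-adjusted values, limit read from the data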
# mABHD4 FP = ABHD4 (mouse) inhibition, primary FP screen | Q8VD66 | actives 0.54% (n = 370,000) | inhibition, % at 8.92 µM | purified mABHD4, FP-Rh probe fluorescence polarization | AID 720543;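 active means inhibition exceeding the mean over every tested compound plus 3 SD, cut at about 30% in these data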;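 further: 0% = plate median of compound wells and 100% = S159A mutant with DMSO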
# Target sequence (Q8VD66 whole entry, looked up): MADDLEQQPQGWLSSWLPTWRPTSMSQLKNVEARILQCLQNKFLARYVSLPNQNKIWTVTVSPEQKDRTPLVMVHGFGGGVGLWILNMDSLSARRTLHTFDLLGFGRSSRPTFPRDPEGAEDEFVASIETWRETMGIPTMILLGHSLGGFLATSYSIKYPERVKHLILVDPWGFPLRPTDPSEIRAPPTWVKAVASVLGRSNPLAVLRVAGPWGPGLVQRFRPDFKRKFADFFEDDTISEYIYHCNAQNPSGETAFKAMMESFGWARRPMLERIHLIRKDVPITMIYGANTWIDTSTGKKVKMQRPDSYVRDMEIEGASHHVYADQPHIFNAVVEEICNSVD
#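 Assay system: mouse ABHD4 enzyme, wild type / Also added: fluorescent activity-based probe FP-Rh / Doses: single nominal dose of 8.92 µM, 0.89% DMSO final / Timing: 45 min compound pre-incubation plus 60 min probe step, 25 °C / Signal: FP readout, ex 525 nm / em 598 nm / Control set: S159A mutant/DMSO as 100%, compound-well median as 0%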
# PG9 Ab binder = small molecules binding HIV-1 gp120 antibody PG9; actives 0.43% (n = 360,000); inhibition, % at 6.7 µM; TR-FRET gp120-PG9 antibody binding; in the data active means inhibition above about 8.5%
# NPR1 activator = GC-A (human) enzyme activation; P16066; HEK293 GC-A cells, cGMP TR-FRET, EC30 ANP; 0% at EC30 ANP, 100% saturating ANP; activation, % at 10 µM; actives 0.14% (n = 370,000); AID 1671463; in the data active means activation above about 40%
# HTRA1 inhibitor = blocks human HTRA1 serine peptidase | Q92743 | recombinant HTRA1, FP-rhodamine activity-based probe, fluorescence polarization | inhibition, % at 5.96 µM | actives 0.5% (n = 340,000) | AID 504803; in the data active means inhibition above about 36%;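 further: 0% = enzyme with DMSO and 100% = wells lacking enzyme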
# rCAG binder = molecules binding r(CAG) RNA repeats; r(CAG) RNA repeat, TO-PRO-1 dye displacement fluorescence; inhibition, % at 3 µM; actives 1.3% (n = 370,000); AID 651821;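 active means inhibition above the plate cutoff, the mean of all test compounds on that plate plus 3 SD, cut at about 35% in these data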;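 further: 0% = DMSO alone and 100% = 100 µM mitoxantrone as full dye displacement; higher means more dye released from RNA so lower well fluorescence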
# * marks the source's active call; other numbers are inactive results; nt = no result given; & = joins results of further samples.
SMILES,ARFGAP1 inhibitor,ASAP1 inh,SMARCA2 activ,NR1D1 modulator,GC-B act,mABHD4 FP,PG9 Ab binder,NPR1 activator,HTRA1 inhibitor,rCAG binder
COc1cc(CN(C2CCCCC2C)S(=O)(=O)c2ccc(S(=O)(=O)NC3CC3)cc2)cc(OC)c1OC (centres undefined),4,-2,-6,-2,1,-17,11*,-1,-35,4
O=C(Nc1cc(S(=O)(=O)N2CCCCC2)ccc1Cl)c1ccccc1NS(=O)(=O)c1ccc(F)cc1,-7,-2,-9,-1,4,-64,-2.0,2,-59,89*
CCOC(=O)c1c(CN2CCN(CC#N)CC2)n(C)c2cc(Br)c(OC)cc12,2,-6,-3,1,-11,-1,-1.0,-12,0,7
COc1ccc(S(=O)(=O)N(CCc2ccccc2)CC(=O)N2CCOCC2)cc1,-7,-10,5,1,-1,-2,0.4,1,-2,-4
Cc1cc(=O)[nH]c(SCC(=O)C23CC4CC(CC(C4)C2)C3)c1C#N,-13,3,-3,-6,1,-5,-2.7,8,-3,31
COc1ccc(N2CCN(C(=O)CSc3nnc4nc(C)cc(C)n34)CC2)cc1,nt,nt,nt,-3,2,nt,nt,-1,3,nt
COc1ccc(C(O)C2c3c(cc4c(c3OC)OCO4)CCN2C)c(CO)c1OC (centres undefined),-2,-3,-1,-1,1,5,0.0,-2,nt,-5
O=C(NCCC1=CCCCC1)C1CCCN(S(=O)(=O)c2cccnc2)C1 (centres undefined),-5,2,1,1,0,1,-1.0,3,-5,1
O=C(NCCc1csc(-c2ccccc2)n1)c1c(F)cccc1Cl,-13,3,1,-4,-1,-1,-3.5,1,6,-5
CC(C)[C@H](NC(=O)c1cccs1)C(=O)N1CCC[C@H]1C(=O)NCc1ccccc1,5,4,2,-2,-2,1,-0.8,1,nt,2
Clc1ccc(C(Cn2ccnc2)OCc2ccsc2Cl)c(Cl)c1 (centres undefined),nt,nt,-8,6&4,-17,7,nt,-10,nt,2
O=C(NCc1cccnc1)C(=O)NCC1OCCN1S(=O)(=O)c1ccc(F)cc1 (centres undefined),23,-9,-1,-4,6,1,1.2,5,-11,6
CCOc1ccc(NC(=O)CC2C(=O)Nc3ccccc3N2C(=O)c2ccccc2)cc1 (centres undefined),5,0,-4,4,5,7,0.0,0,-1,-6
COc1ccc(OC)c(-c2csc(N(Cc3ccco3)C(=O)c3ccco3)n2)c1,6,11,-3,3,3,25,0.8,-1,-10,2
CCn1c(C)nc2cc(C(=O)N/N=C/c3ccc(O)cc3)ccc21,8,11,-2,4,-1,-2,-0.3,-4,3,6
CCOc1cc(-n2nc(C)c(C#N)c2N)nc(SC)n1,6,3,-1,-1,2,7,0.4,5,nt,-2
CCCN(C(=O)c1cnccn1)c1c(N)n(Cc2ccccc2)c(=O)[nH]c1=O,-13,-5,-1,-4,-1,3,0.7,1,2,2
O=C(NCc1ccc2c(c1)OCO2)c1ccc(Br)cc1,7,-9,0,3,3,-4,-0.4,3,-3,-2
Cc1ccc(Cn2c(SCC(=O)Nc3cc(C)on3)nc3ccccc3c2=O)cc1,3,-2,-2,45*,18,-3,17*,13,-12,-1
COc1cccc(N2CC(C)Cn3c2nc2c3c(=O)n(CCN3CCOCC3)c(=O)n2C)c1 (centres undefined),-7,-4,1,0,8,-4,-0.3,1,-4,-9
COc1ccc(NC(C#N)c2ccccc2OCc2ccccc2)cc1 (centres undefined),7,6,2,4,-3,-12,-2.5,-4,-14,-7
COc1ccc2oc(C(=O)OC(C)C(=O)NC3(C#N)CCCCC3)c(C)c2c1 (centres undefined),2,1,0,-2,2,-7,-1.4,-4,-12,3
Cc1cc(=O)oc2c3c(ccc12)OC/C3=N/N,5,-10,-4,-4,-7,26,-2.2,-3,13,41*
Cc1ccc(-n2nnnc2SCC(=O)NNC(=O)c2ccco2)c(C)c1,12,-8,2,0,-4,-2,0.9,0,-3,-3
COc1ccc(CCNC(=O)C(NC(=O)OCc2ccccc2)C(C)C)cc1OC (centres undefined),0,18,-2,-3,3,5,1.6,-3,3,7
COc1ccc(N(CC(=O)NCCC2=CCCCC2)S(=O)(=O)c2c(C)[nH]c(=O)[nH]c2=O)cc1,-3,-3,2,-3,-5,-2,-0.2,0,-2,7
CCCCCCSc1ccc([C@H]2N[C@@](CC(C)C)(C(=O)OC)[C@H]3C(=O)N(C)C(=O)[C@@H]23)cc1,19,5,1,-2,-3,-10,-2.8,-2,-10,9
CCOc1ccc(C(=O)N2CCN(C(=O)c3ccco3)CC2)cc1OCC,13,-3,-1,2,3,1,-0.6,8,-2,-4
Cc1cc(C)nc(NS(=O)(=O)c2ccc(N)cc2)n1,11,-2,2,-1&2,4,-2,-0.6,2,-2,3
COc1cccc(/C=N/NC(=O)CCCc2ccc(OC)c(C)c2)c1,8,-12,-1,-4,-1,4,-0.3,2,-17,-2
COc1cccc(N2C(=O)CC(N3CCN(CCN=CC4=C(O)CC(C)(C)CC4=O)CC3)C2=O)c1 (centres undefined),-1,-17,7,7,4,8,-3.1,1,-4,-8
Cc1cc(N/N=C/c2cccc(Cl)c2)nc(-n2nc(C)cc2C)n1,8,7,2,0,-5,-1,-2.4,5,-7,1
Cc1sc2ncnc(SCC(=O)N3CCOCC3)c2c1C,8,-21,-2,-7,-9,1,0.5,1,-2,0
CN(C(=O)CSc1nnc(NC2CCCCC2)s1)C1CCS(=O)(=O)C1 (centres undefined),10,2,-1,1,5,0,-0.7,0,-2,-1
COCC1CCN(C(=O)C2CCC(=O)N(C3CCCC3)C2)CC1 (centres undefined),0,-9,1,-3,-2,-3,-0.6,9,-2,-2
Cc1cc(C)nc(S/C=C/C(=O)c2ccccc2)n1,5,18,5,-3,7,0,-0.3,44*,1,-4
Cn1cnc([N+](=O)[O-])c1Oc1cccc(O)c1,8,9,4,1,-1,-1,0.2,-1,-2,2
COc1ccc(Nc2nc(Nc3ccc(OC)cc3OC)nc(N3CCN(C)CC3)n2)c(OC)c1,-4,5,-1,4,-12,10,-3.5,-6,13,-1
CCC(=O)OCCCN1C(=O)CCC12CCC(c1ccccc1)CC2 (centres undefined),nt,nt,-4,0,-4,0,nt,5,nt,-1
Cc1nc(NCc2ccccn2)c2c3c(sc2n1)CCCC3,5,-18,-1,-2,12,-4,-0.8,8,-8,0

# Part of the list above in order of SMILES length, ascending:
SMILES,ARFGAP1 inhibitor,ASAP1 inh,SMARCA2 activ,NR1D1 modulator,GC-B act,mABHD4 FP,PG9 Ab binder,NPR1 activator,HTRA1 inhibitor,rCAG binder
Cc1cc(=O)oc2c3c(ccc12)OC/C3=N/N,5,-10,-4,-4,-7,26,-2.2,-3,13,41*
Cc1nc(NCc2ccccn2)c2c3c(sc2n1)CCCC3,5,-18,-1,-2,12,-4,-0.8,8,-8,0
COc1ccc(NC(C#N)c2ccccc2OCc2ccccc2)cc1 (centres undefined),7,6,2,4,-3,-12,-2.5,-4,-14,-7
Clc1ccc(C(Cn2ccnc2)OCc2ccsc2Cl)c(Cl)c1 (centres undefined),nt,nt,-8,6&4,-17,7,nt,-10,nt,2
O=C(NCCc1csc(-c2ccccc2)n1)c1c(F)cccc1Cl,-13,3,1,-4,-1,-1,-3.5,1,6,-5
COc1cccc(/C=N/NC(=O)CCCc2ccc(OC)c(C)c2)c1,8,-12,-1,-4,-1,4,-0.3,2,-17,-2
Cc1ccc(-n2nnnc2SCC(=O)NNC(=O)c2ccco2)c(C)c1,12,-8,2,0,-4,-2,0.9,0,-3,-3
CN(C(=O)CSc1nnc(NC2CCCCC2)s1)C1CCS(=O)(=O)C1 (centres undefined),10,2,-1,1,5,0,-0.7,0,-2,-1
COc1ccc(S(=O)(=O)N(CCc2ccccc2)CC(=O)N2CCOCC2)cc1,-7,-10,5,1,-1,-2,0.4,1,-2,-4
COc1ccc(OC)c(-c2csc(N(Cc3ccco3)C(=O)c3ccco3)n2)c1,6,11,-3,3,3,25,0.8,-1,-10,2
CCOc1ccc(NC(=O)CC2C(=O)Nc3ccccc3N2C(=O)c2ccccc2)cc1 (centres undefined),5,0,-4,4,5,7,0.0,0,-1,-6
COc1ccc(Nc2nc(Nc3ccc(OC)cc3OC)nc(N3CCN(C)CC3)n2)c(OC)c1,-4,5,-1,4,-12,10,-3.5,-6,13,-1
COc1cccc(N2C(=O)CC(N3CCN(CCN=CC4=C(O)CC(C)(C)CC4=O)CC3)C2=O)c1 (centres undefined),-1,-17,7,7,4,8,-3.1,1,-4,-8
O=C(Nc1cc(S(=O)(=O)N2CCCCC2)ccc1Cl)c1ccccc1NS(=O)(=O)c1ccc(F)cc1,-7,-2,-9,-1,4,-64,-2.0,2,-59,89*
COc1cc(CN(C2CCCCC2C)S(=O)(=O)c2ccc(S(=O)(=O)NC3CC3)cc2)cc(OC)c1OC (centres undefined),4,-2,-6,-2,1,-17,11*,-1,-35,4

# Following part.
SMILES,ARFGAP1 inhibitor,ASAP1 inh,SMARCA2 activ,NR1D1 modulator,GC-B act,mABHD4 FP,PG9 Ab binder,NPR1 activator,HTRA1 inhibitor,rCAG binder
N#CCCN(CCCN1CCOCC1)CN1C(=O)c2ccccc2C1=O,-4,-8,8.1*,5,4,0,-2.8,1,3,0
O=C(N1CCN(CCO)CC1)N1c2ccccc2C=Cc2ccccc21,-4,1,-2,2,-14,1,0.6,-17,-4,-2
CCOC(=O)C1=CCN(S(=O)(=O)c2cccc(Cl)c2)C1c1ccc(F)cc1 (centres undefined),20,-2,-4,-4,-5,-6,-0.9,-1,nt,1
COC(=O)c1cccc(NC(=O)Nc2ccc(Cl)cc2)c1,9,14,3,0,-2,-18,-2.2,-3,nt,6
O=C(C[n+]1ccccc1)N/N=C/c1cccs1,-3,-8,5,-4,-2,-6,-3.7,1,6,1
CC(=O)C1=C(C)N(Cc2ccc(Br)cc2)C(=S)NC1c1cccc(Cl)c1 (centres undefined),3,-6,-5,-3,-16,-19,-1.1,11,nt,3
COc1cccc(C(=O)Nn2c(-c3cccs3)nc3ccccc3c2=O)c1OC,-14,10,-1,-2,2,-2,-1.4,-5,-11,1
Cc1noc(C)c1CSc1nc2ccccc2[nH]1,0,18,-1,-2,-3,-3,0.7,-1,1,1
CCN(CC)C(=O)c1cccc(NC(=O)CCc2nc3sc4c(c3c(=O)[nH]2)CCCC4)c1,2,1,-3,-6,-9,2,-0.5,-2,-8,-3
COC(=O)[C@]12C[C@H](CC(=O)NCc3cccc(C(F)(F)F)c3)C(=O)N(Cc3ccc(Cl)cc3Cl)C1=C[C@H](COCc1ccccc1)O[C@@H]2C,nt,nt,-3,3,5,-10,nt,1,nt,5
CN(CC(=O)NCc1ccccc1Cl)CC(=O)Nc1ccccc1Br,0,1,-2,-10,1,1,0.5,-1,-5,0
CC(C)Cc1nc2oc3c(=O)[nH]cnc3c2c2c1CCCC2,2,12,-3,-4,-4,5,-0.7,11,6,3

# Reformatted with tabs: 2 of the compounds above
Molecule	ARFGAP1 inhibitor	ASAP1 inh	SMARCA2 activ	NR1D1 modulator	GC-B act	mABHD4 FP	PG9 Ab binder	NPR1 activator	HTRA1 inhibitor	rCAG binder
CN(CC(=O)NCc1ccccc1Cl)CC(=O)Nc1ccccc1Br	0	1	-2	-10	1	1	0.5	-1	-5	0
CC(C)Cc1nc2oc3c(=O)[nH]cnc3c2c2c1CCCC2	2	12	-3	-4	-4	5	-0.7	11	6	3

# Screening results from PubChem BioAssay.
